# Assay outcomes as filed in PubChem BioAssay.
# EBV LMP1 NFkB: reduces LMP1-driven NF-kappaB luciferase signal. actives 0.69% (n = 350,000). LMP1-induced NF-kappaB luciferase reporter cells, luminescence. inhibition, % at 12.5 µM. AID 504558; in the data active = inhibition above about 41%;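 also: 0% = neutral control wells and 100% = reference inhibitor control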
# C8 TRAIL sens: sensitizes caspase-8 expressing cells to TRAIL; NB7+C8 cells + TRAIL, ATPlite viability luminescence; inhibition (viability loss, TRAIL sensitization), % at 10 µM; actives 1% (n = 360,000);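 active = compounds causing at least 50% loss of cell viability in the single-dose screen, relative to plate controls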
# NR2E3 ag-1: agonists of human nuclear receptor NR2E3; actives 0.12% (n = 320,000); AID 2300; GST-NR2E3/biotin-RetCOR TR-FRET, 1536-well; inhibition of corepressor binding, % at 4.78 µM; Q9Y5X4;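 active = percent inhibition above the cutoff of mean plus 3 SD of all tested compounds, set per screening campaign, cut at about 20% in these data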;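 also: 0% = DMSO wells and 100% = biotin wells as full block of FRET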
# Target sequence (Q9Y5X4 whole entry, looked up): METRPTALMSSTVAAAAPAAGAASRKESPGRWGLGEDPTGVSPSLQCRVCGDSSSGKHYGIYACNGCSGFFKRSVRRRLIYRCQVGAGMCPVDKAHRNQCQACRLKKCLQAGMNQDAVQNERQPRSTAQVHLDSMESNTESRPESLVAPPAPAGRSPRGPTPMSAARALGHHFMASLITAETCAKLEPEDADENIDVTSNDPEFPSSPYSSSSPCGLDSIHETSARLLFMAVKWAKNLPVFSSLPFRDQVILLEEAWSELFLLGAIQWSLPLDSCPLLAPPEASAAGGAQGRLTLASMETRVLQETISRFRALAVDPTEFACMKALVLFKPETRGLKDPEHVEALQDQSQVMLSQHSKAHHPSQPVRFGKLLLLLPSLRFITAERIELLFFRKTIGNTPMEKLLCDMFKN
#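 Test system – NR2E3–RetCOR corepressor complex · Quantity – NR2E3 fusion 1.35 nM · Buffer or medium – Tris pH 7.5 · Incubation – Compound–protein incubation for 5 h at 4 °C · Technique – TR-FRET, Eu(K)-anti-GST donor, streptavidin-D2 acceptor, ex 340, em 617/671 nm · Evaluation – percent inhibition of 671/617 nm emission ratio versus biotin and DMSO controls · Plate – 1536-well format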
# CF NFkB block: inhibitors of cystic fibrosis induced NF-kB | actives 0.86% (n = 360,000) | AID 588850 | inhibition, % at 5 µM | KKLEB NF-kB-GFP reporter, PAF-induced, GFP fluorescence overnight;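 active = at least 50% inhibition at 5 µM, scaled per plate between neutral and stimulator controls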;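 also: PAF is a Pseudomonas aeruginosa culture filtrate used as stimulus; plate controls were PAF-stimulated DMSO wells for no effect and unstimulated DMSO wells for full effect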
# Shn3 3UTR inh: inhibitors of Schnurri-3 3'UTR reporter in osteoblasts; actives 0.52% (n = 360,000); Clone20 osteoblast Shn3 3'UTR firefly luciferase, 24 h; inhibition, % at 12.5 µM; AID 588674;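 active = mean inhibition of at least 75% with every replicate also reaching 75%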;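 also: 0% = median of neutral control wells and 100% = pilot-screen positive control compound; some compounds past the cut are filed as inactive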
# HIF-2a block: inhibitors of HIF-2a; AID 624352; 786-0 RCC cells HIF-2a reporter, luciferase luminescence, overnight; inhibition, % at 18.8 µM; actives 0.72% (n = 360,000);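 active = inhibition of the luminescence signal of 40% or more relative to plate controls, in a single-dose primary screen at 18.75 µM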
# KKLEB tox: reduces viability of KKLEB cystic fibrosis airway cells; KKLEB CF airway cells viability, ATPlite luminescence, overnight; active compounds read low; cells stimulated with P. aeruginosa culture filtrate; activity change (cytotoxicity), % at 5 µM; actives 0.36% (n = 360,000); AID 602141;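 active = corrected activity change at or below -50% at 5 µM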
# hiPSC survival: hiPSC single-cell survival enhancement. ATPlite luminescence; 100% = ROCK inhibitor wells, 0% = DMSO. survival enhancement, % at 20 µM. actives 0.044% (n = 360,000). AID 602274; in the data active = survival enhancement above about 18%;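 also: cells exposed to compounds for 16 hours before the ATP read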
# MITF TRPM1 inh: reduces MITF-dependent TRPM1 promoter luciferase signal. SK-MEL-5 TRPM1 promoter luciferase, 24 h. inhibition, % at 12.5 µM. actives 0.83% (n = 330,000);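 active = mean inhibition across replicates of 60% or more, whatever share of single replicates reaches that level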; also: values of inactives mirror those of a sister screen read the other way
# NR2E3 ag-2: agonists of human NR2E3 nuclear receptor; actives 0.35% (n = 360,000); CHO-S Gal4-NCOR/VP16-NR2E3 two-hybrid, luciferase; inhibition of corepressor binding, % at 3.98 µM; AID 602229; Q9Y5X4;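 active = inhibition above the mean of all tested compounds plus 3 SD, cut at about 70% in these data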;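 also: 0% = DMSO with NR2E3 transfected cells and 100% = cells lacking NR2E3 construct; higher means lower luciferase signal from less NR2E3 corepressor binding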
# Peg3 promoter: reduces Peg3 promoter-driven luciferase expression in HeLa | HeLa PEG-Prom luciferase reporter, luminescence, overnight | inhibition, % at 20 µM | actives 1.7% (n = 360,000);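 active = inhibition of at least 50% at 20 µM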
# * hit, by the source's call; nt = not tested or not shown. An excerpt, so the mix of outcomes need not match the whole.
SMILES,EBV LMP1 NFkB,C8 TRAIL sens,NR2E3 ag-1,CF NFkB block,Shn3 3UTR inh,HIF-2a block,KKLEB tox,hiPSC survival,MITF TRPM1 inh,NR2E3 ag-2,Peg3 promoter
CCC(Oc1ccc2ccccc2c1)C(=O)O (configuration not stated),-1.8,-11.0,2.0,2.0,-4.7,2.6,0.1,-0.8,6.8,-21.4,-3.0
O=C(O)c1cccc(OCCN2CCCC2=O)c1,-2.8,4.8,5.6,-3.1,9.6,21.2,6.2,0.9,-1.7,17.5,11.9
CN(C1CCCCC1)S(=O)(=O)c1ccccc1,-1.7,5.6,5.5,13.4,-2.9,2.5,-1.6,-0.7,6.1,-20.5,19.0
O=C1CC2c3ccccc3C1C1C(=O)N(CCO)C(=O)C21 (configuration not stated),4.7,0.9,-0.8,8.1,4.5,8.3,-11.7,-0.7,17.3,-5.3,12.0
CC1C(=O)N2CCCc3cc(NS(=O)(=O)c4ccc([N+](=O)[O-])cc4)cc1c32 (configuration not stated),-10.8,-3.6,1.3,-3.7,11.5,-7.9,9.1,-0.6,-5.6,1.1,6.9
CCN(C(=O)Nc1cccc(Cl)c1)c1ccccc1,2.1,-12.0,nt,-3.4,22.4,0.6,-2.4,-0.7,4.4,-9.4,12.1
COc1ccc(C(=O)C2CCCN(C(=O)C3CCOCC3)C2)cc1OC (configuration not stated),-4.1,0.3,-0.3,-42.2,-23.8,-2.0,45.2,-0.5,-5.2,2.1,-0.5
CCOc1ccc(OCCSc2nc(N)cc(=O)[nH]2)cc1,4.2,4.1,-3.1,-17.6,-13.1,-14.3,13.4,-0.2,-15.7,-34.0,-34.9
CCc1nc(SCC(=O)c2ccc(Cl)s2)c2oc3ccccc3c2n1,-12.3,9.2,4.7,28.0,-26.0,-54.7,-12.2,-2.0,-0.8,-9.1,11.1
COc1ccc(-c2[nH]c(-c3ccc(F)cc3)nc2SCC(=O)NCc2ccco2)cc1OC,-4.8,-12.5,-0.6,-2.8,-22.6,5.2,3.3,-1.4,8.4,-19.6,26.2
Cc1ccc2c(c1)C(=O)C(=O)N2CC1COc2ccccc2O1 (configuration not stated),-0.9,0.3,2.0,-2.5,-3.1,-22.3,-2.3,-0.4,-25.1,-5.3,-9.9
c1cncc(-c2nnc3sc(-c4ccco4)nn23)c1,1.3,-7.3,-0.8,-36.7,1.4,-11.8,20.3,-1.9,-7.1,4.4,-23.9
Cc1cccc(Nc2nnc(SCC(=O)Nc3ccccc3[N+](=O)[O-])s2)c1C,1.1,1.9,0.4,1.1,10.7,-39.0,-1.3,0.0,6.1,-22.3,-6.2
C=CCOC(=O)C(=O)/C=C/c1coc2ccccc2c1=O,-10.1,-4.9,2.6,-15.6,-30.6,11.9,-7.9,-2.0,13.6,10.1,7.8
O=C(Nc1c(S(=O)(=O)c2ccccc2)csc1Br)c1ccccc1Cl,-1.4,4.5,1.1,15.9,5.7,0.4,2.6,0.8,-3.3,10.5,2.7
CCOC(=S)N/C(=N\S(=O)(=O)c1ccc(C)cc1)c1ccccc1,-4.3,4.1,1.5,-14.7,-3.3,-7.6,-2.9,1.6,-7.4,-0.1,16.1
O=C(Cn1cc2c(n1)CCCCC2)N1CCCCC1,-6.6,9.6,-1.3,-2.8,-18.5,-67.3,14.2,-0.4,-9.5,-32.7,-48.0
CCOC1=C2[C@H](c3ccccc3)N(S(=O)(=O)c3ccccc3)C[C@H]2n2c(=O)n(-c3ccccc3)c(=O)n2C1,nt,0.6,nt,1.5,3.7,11.1,-7.6,-0.4,nt,1.0,-0.6
CC1(C)CC(=O)C=C(NCCN2CCN(C(=S)Nc3ccc(F)cc3)CC2)C1,5.5,18.5,-4.3,-11.0,24.9,19.0,8.6,-0.2,6.3,7.3,9.8
CCCc1cc(=O)[nH]c(SCC(=O)Nc2cc(S(=O)(=O)N3CCOCC3)ccc2N(CC)CC)n1,9.3,-14.9,nt,-4.2,4.1,21.9,-2.3,-1.2,2.5,-7.2,16.6
COc1cccc(CNC(=O)C2CCN(C(=O)N(C)C)CC2)c1,0.6,15.3,2.6,-2.3,-16.4,0.9,2.0,0.9,3.0,14.0,-83.6
S=C(NC1CCCCC1)N1CCn2cccc2C1c1cccnc1 (configuration not stated),-3.3,-0.9,1.8,1.6,3.5,11.2,9.4,0.6,1.1,-7.9,5.8
COc1ccc(NC(=O)c2ccc3[nH]c(C)c(C)c3c2)c(OC)c1,3.6,5.8,-2.3,-5.1,-37.4,-51.3,8.7,0.6,-33.6,-26.0,-52.6
O=C(CCc1nnc(C2(c3ccc(Cl)cc3)CCC2)o1)N1CCCC(O)C1 (configuration not stated),6.5,-0.3,-1.6,-25.8,-25.7,7.3,-2.6,0.0,8.2,-5.2,1.7
Cc1ccccc1N1C(=O)CC(N2CCN(C(=O)c3ccco3)CC2)C1=O (configuration not stated),-11.2,23.6,-4.0,4.3,-4.8,4.4,1.5,-0.1,0.8,-31.9,5.0
COC(=O)c1ccc(C(=O)OC)c(NC(=S)N2CCCC(C)C2)c1 (configuration not stated),5.8,-2.5,-0.9,21.2,7.2,-4.7,-4.4,4.2,-11.9,7.1,9.8
C/C(CC(=O)Nc1ccc(N(C)C)cc1)=N\NC(=O)c1ccc(Cl)cc1,-9.3,0.8,-1.7,-2.5,-26.4,6.5,2.0,0.6,2.7,9.4,8.2
COc1cc(NC(=O)Cc2nn(C)c(=O)c3ccccc23)cc(OC)c1,5.7,1.9,0.6,0.4,76.5,11.8,-6.3,0.6,15.7,14.3,12.9
O=C(Nc1cccc(-n2cnnn2)c1)c1cc2ccccc2o1,0.3,19.9,-23.6,-24.6,4.2,-89.9,1.0,-0.3,-23.7,-10.8,-87.1
Cc1nonc1CN(C)C(=O)c1cc(COc2ccc(F)cc2Cl)on1,-3.9,-3.5,-1.2,10.9,6.1,-127.3,-9.1,-0.2,-31.0,-49.2,-91.8
N#Cc1nc(-c2cccc3ccccc23)oc1N,-2.9,3.1,2.1,-1.0,-11.3,-94.7,5.3,-1.5,-13.9,-28.9,-65.3
C=CCn1c(CCCOc2ccc(Cl)cc2Cl)n[nH]c1=S,17.2,2.0,-1.6,-6.1,-6.7,12.8,3.5,7.3,-1.4,-38.9,2.3
COC(=O)c1ccc(CSc2nc(C)nc3c2c(=O)n(C)c(=O)n3C)o1,4.9,-12.3,4.8,-17.8,6.4,9.3,-4.1,0.7,nt,28.9,1.9
CN(C(=O)CCc1ccccc1F)C1CCCN(Cc2ccccc2F)C1 (configuration not stated),5.4,9.0,3.5,-2.0,19.8,19.6,8.2,-0.5,7.8,-10.6,10.0
CC(=O)Nc1ccc(S(=O)(=O)NNC(=S)NCc2ccco2)cc1,-1.0,-13.3,0.0,5.6,6.0,11.2,9.5,-0.5,2.3,-5.6,5.0
Cc1cc2oc(C(=O)NCc3ccccc3)cc(=O)c2cc1C,-1.1,4.9,-0.3,-27.9,13.9,8.2,-2.4,-0.7,6.0,1.9,48.5
CC1CCc2c(sc(NC(=O)c3cccs3)c2C(=O)O)C1 (configuration not stated),-0.4,21.5,3.9,-15.6,12.6,-242.6,2.3,0.1,-9.8,-35.3,-217.0
Cc1csc(N2CCCC2=O)n1,-4.4,-5.8,-2.3,4.4,-18.7,9.3,8.8,-0.4,5.7,3.8,-9.0
CC1(C)CN(CCc2ccccc2)C(=O)[C@H]1CC(=O)Nc1ccc(Br)cc1,3.1,0.8,nt,-19.3,6.3,12.7,16.2,-3.8,nt,5.6,0.3
CC(C)Oc1ccc(C2NC(=O)c3ccccc3O2)cc1 (configuration not stated),-26.0,29.0,1.8,-14.8,-33.0,-35.2,-6.1,-0.1,-7.4,-6.5,-11.0
CC(C(=O)NC1CC(C)(C)NC(C)(C)C1)c1ccc([N+](=O)[O-])cc1 (configuration not stated),-9.9,-3.1,3.4,5.3,-1.8,26.1,-31.5,6.1,5.0,9.3,9.5
CCOc1ccccc1NC(=O)CSc1nc(=O)n(Cc2ccccn2)c2c1CCC2,-0.3,5.3,-1.9,4.1,17.2,8.7,6.4,-0.3,5.2,-36.5,12.6
COc1ccc(C)cc1S(=O)(=O)NCC(c1ccc2c(c1)OCO2)N1CCOCC1 (configuration not stated),4.9,-18.6,-3.2,-2.2,-8.7,8.2,3.3,-0.2,1.9,-10.9,10.8
N#Cc1c(-c2ccc(F)cc2)cc(-c2cccs2)nc1SCC(=O)O,-0.8,-9.4,0.1,2.2,-2.9,12.4,6.9,-0.2,1.2,14.9,14.1
COc1ccc(NC(=O)CC2SC(=N)N(c3ccccc3)C2=O)c(OC)c1 (configuration not stated),3.2,15.2,0.1,-0.5,20.9,12.8,6.0,-0.3,0.1,-3.7,18.9

# Rewritten bar-delimited: entries from further up.
structure | EBV LMP1 NFkB | C8 TRAIL sens | NR2E3 ag-1 | CF NFkB block | Shn3 3UTR inh | HIF-2a block | KKLEB tox | hiPSC survival | MITF TRPM1 inh | NR2E3 ag-2 | Peg3 promoter
CC(=O)Nc1ccc(S(=O)(=O)NNC(=S)NCc2ccco2)cc1 | -1.0 | -13.3 | 0.0 | 5.6 | 6.0 | 11.2 | 9.5 | -0.5 | 2.3 | -5.6 | 5.0
COc1ccc(NC(=O)CC2SC(=N)N(c3ccccc3)C2=O)c(OC)c1 (configuration not stated) | 3.2 | 15.2 | 0.1 | -0.5 | 20.9 | 12.8 | 6.0 | -0.3 | 0.1 | -3.7 | 18.9
Cc1cc2oc(C(=O)NCc3ccccc3)cc(=O)c2cc1C | -1.1 | 4.9 | -0.3 | -27.9 | 13.9 | 8.2 | -2.4 | -0.7 | 6.0 | 1.9 | 48.5

# Next section.
SMILES,EBV LMP1 NFkB,C8 TRAIL sens,NR2E3 ag-1,CF NFkB block,Shn3 3UTR inh,HIF-2a block,KKLEB tox,hiPSC survival,MITF TRPM1 inh,NR2E3 ag-2,Peg3 promoter
CCOc1ccccc1NC(=O)Nc1ccc(Br)cc1C,0.7,-10.1,-1.3,23.6,5.3,5.0,-8.2,-0.1,4.3,0.4,-2.8
CC[C@]12C(=O)N(C)C[C@H]([C@@H]3C(=O)N(C)C(=O)[C@@H]31)N2C(=O)c1ccc(C(C)(C)C)cc1,-7.6,3.3,nt,-0.4,4.6,4.9,-12.1,3.5,2.5,-28.1,-9.6
Nc1nc(N=Nc2ccc(O)cc2)cc(=O)[nH]1,5.0,-9.2,nt,-9.2,-0.7,3.8,9.6,0.3,nt,8.1,-43.4
Cc1cc(O)cc2c1C1CCC3(C)C(=O)CCC3C1C=C2 (configuration not stated),2.4,13.2,nt,-18.0,-24.4,-115.2,-10.2,3.6,-12.0,-4.8,-92.2
COc1ccc(NC(=O)Cc2c(F)c(F)c(F)c(F)c2F)cc1OC,6.3,-12.2,-1.1,-3.1,-12.8,14.5,21.7,-0.4,-18.2,-5.4,12.4
C[C@H]1CN([C@@H](C)CO)C(=O)CCCn2cc(nn2)CO[C@@H]1CN(C)C(=O)Nc1cccc2ccccc12,4.5,-6.7,nt,18.3,-16.7,9.4,2.0,1.2,nt,-9.4,-3.7
Cc1nc(N(C)Cc2ccccc2)c2c(C)c(C)sc2n1,9.2,1.9,4.6,7.7,19.6,15.9,2.2,-0.4,20.6,-11.2,38.9
